# Screens: PubChem, Sanford-Burnham Center for Chemical Genomics
# SENP1 FRET inh – inhibitors of human SENP1 SUMO protease catalytic domain; Q9P0U3; recombinant SENP1 catalytic domain, CyPet-SUMO1-YPet FRET cleavage; inhibition, % at 10 µM; 0.21% of 360,000 active; AID 624204;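 active means inhibition at least 30% at 10 µM, raw YFP signal under a set limit, fluorescence ratio 0.5 to 1.5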;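 further: 0% = enzyme with DMSO and 100% = no enzyme wells; some results filed as inactive read as strong as hits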
# Target sequence (Q9P0U3 419-644 limits assumed): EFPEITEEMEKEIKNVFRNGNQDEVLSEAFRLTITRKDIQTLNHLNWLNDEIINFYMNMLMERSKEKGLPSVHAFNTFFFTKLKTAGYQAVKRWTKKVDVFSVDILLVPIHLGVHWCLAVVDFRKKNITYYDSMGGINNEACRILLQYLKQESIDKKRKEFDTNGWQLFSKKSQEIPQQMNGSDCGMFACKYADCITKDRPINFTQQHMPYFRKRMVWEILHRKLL
#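 Compound: 10 µM single point, 0.5% DMSO; Test system: hSENP1 catalytic domain, recombinant; Timing: 50 min reaction at room temperature; Technique: FRET, CFP and YFP emission; Control set: no-enzyme wells low, DMSO-plus-enzyme wells high control.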
# MPTP block – blocks calcium-induced mitochondrial swelling | isolated mouse mitochondria, Ca2+ swelling absorbance, 30 min | inhibition, % at 10 µM | 1.4% of 360,000 active;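 active means inhibition of 50% or more, scaled per plate between neutral and stimulator controls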;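 further: 0% = DMSO wells given calcium and 100% = 1 mM EGTA wells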
# SENP8 inh – inhibitors of human SENP8 protease. 0.64% of 360,000 active. recombinant SENP8, Nedd8 substrate fluorescence. inhibition, % at 20 µM. Q96LD8; in the data active means inhibition mostly above about 40%, no sharp cut-off; inactive means mostly below about 27%
# Target sequence (Q96LD8 whole entry, looked up): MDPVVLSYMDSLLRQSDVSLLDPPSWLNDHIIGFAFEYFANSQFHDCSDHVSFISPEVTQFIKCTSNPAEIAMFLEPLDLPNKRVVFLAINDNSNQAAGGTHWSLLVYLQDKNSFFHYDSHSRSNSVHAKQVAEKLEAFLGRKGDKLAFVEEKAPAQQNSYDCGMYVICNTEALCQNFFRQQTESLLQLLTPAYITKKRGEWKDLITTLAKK
# SENP6 inh – SENP6 protease inhibition. inhibition, % at 10 µM. 1.8% of 330,000 active. Recombinant SENP6 catalytic domain, aminoluciferin luminescence. Q9GZR1;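 active means inhibition above about 50% at the single tested dose, limit read from the data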;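 further: plate controls were DMSO wells with enzyme for no effect and DMSO wells lacking enzyme for full effect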
# GRIN3A LBD mod – modulates the human NR3A ligand-binding domain | NR3A LBD differential scanning fluorimetry, Tm shift; 0% = protein alone, 100% = glycine-bound protein | Tm shift relative to glycine control, % at 25 µM | 2.5% of 340,000 active;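 active means melting temperature shift of at least 10% of the positive control shift, at one fixed dose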
# hIAP act – increases human intestinal alkaline phosphatase activity | activation factor at 10 µM | 0.16% of 330,000 active | AID 2524 | purified human IAP, CDP-Star luminescence, 30 min; hits give high values; 1 = vehicle-only enzyme, 0 = enzyme-free background;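 active means activation factor of the enzyme at least 2-fold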; further: the source names both 10 and 20 µM as test concentration; values of inactives mirror those of a sister screen read the other way
# Target sequence (P09923 whole entry, looked up): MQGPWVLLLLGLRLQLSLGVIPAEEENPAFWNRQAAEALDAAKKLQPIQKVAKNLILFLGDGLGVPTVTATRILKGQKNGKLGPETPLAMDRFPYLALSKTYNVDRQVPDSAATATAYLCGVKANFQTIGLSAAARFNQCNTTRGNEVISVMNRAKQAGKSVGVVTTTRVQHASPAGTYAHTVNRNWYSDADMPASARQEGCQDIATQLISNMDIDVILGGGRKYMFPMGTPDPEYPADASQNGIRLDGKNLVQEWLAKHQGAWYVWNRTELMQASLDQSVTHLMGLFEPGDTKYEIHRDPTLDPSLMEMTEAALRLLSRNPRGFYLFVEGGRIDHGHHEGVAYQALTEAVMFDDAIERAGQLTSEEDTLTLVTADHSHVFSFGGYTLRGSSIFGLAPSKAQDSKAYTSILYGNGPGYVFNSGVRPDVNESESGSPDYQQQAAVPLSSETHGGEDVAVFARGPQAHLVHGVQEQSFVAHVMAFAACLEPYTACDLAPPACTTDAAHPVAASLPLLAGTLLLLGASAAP
# ATG4B inh – ATG4B (human) cysteine protease inhibition | Q9Y4P1 | ATG4B cleavage of LC3-PLA2, NBD-HPC fluorescence, 1 h | inhibition, % at 8.33 µM | 0.51% of 340,000 active | AID 504462; in the data active means inhibition above about 40%
# PfG6PD inh – PfG6PD (Plasmodium falciparum) enzyme inhibition. PfGluPho enzyme, NADPH resazurin-diaphorase fluorescence. inhibition, % at 20 µM. 0.78% of 350,000 active. AID 504690;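 active means inhibition reaching at least a set limit at 20 µM in the primary screen, cut at about 59% in these data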;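 further: 0% = DMSO wells with substrate and 100% = DMSO wells lacking glucose-6-phosphate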
# * marks the source's active call; other numbers are inactive results; · = not tested or not shown; & = joins results of further samples. Only part of the results is shown; rates above refer to the full screens.
# Fields: SENP1 FRET inh	MPTP block	SENP8 inh	SENP6 inh	GRIN3A LBD mod	hIAP act	ATG4B inh	PfG6PD inh
> Cc1cc(C)cc(N2C(=O)NC(=O)/C(=C\c3cc(C)n(C)c3C)C2=O)c1
 : -3	1.3	27	1	-2	1.1	-9	-8
> COc1cccc(C2CCN(CC(=O)Nc3cc(Cl)ccc3OC)CC2O)c1 (configuration not stated)
 : 1	1.1	6	-7	7	0.96	-22	15
> COC(=O)C1=C(c2cc3ccccc3o2)C[C@@H]2CC[C@H]1N2C(=O)NCc1cccc2ccccc12
 : 2	-1.8	20	5	3	0.95	-2	7
> CCOc1cc(C)cc2oc(=O)c3c(c12)CCCC3
 : -1	-0.7	-201	8	1	0.92	-3	-7
> CC(Cc1ccccc1)NC=O (configuration not stated)
 : 3	-0.6	51*	-3	1	1	-11	0
> O=[N+]([O-])c1cc(O)c(O)c([N+](=O)[O-])c1
 : 0	0.7	15	2	-12	1	-2	-50
> COC(=O)C1=C(c2ccc(OCc3ccccc3)cc2)C[C@@H]2CC[C@H]1N2C(=O)NCc1cccc(C(F)(F)F)c1
 : 1	3.4	11	-6	-2	1.1	11	16
> CCCC(C)C1(CC)C(=O)NC(=Nc2ccccc2)NC1=O (configuration not stated)
 : -1	3.5	11	6	-1	0.95	-11	-8
> Cc1c(N=Nc2c(O)[nH]c(=O)[nH]c2=O)c(=O)n(-c2ccccc2)n1C
 : 5	-0.8	12	0	2	1.2	-2	11
> COC(=O)CN1C(=O)CN=C(c2ccccc2Cl)c2cc(Br)ccc21
 : 2	2.1	13	-24	-2	1	-7	10
> NP(=O)(OCCCc1ccccc1)Oc1ccccc1Cl (configuration not stated)
 : 5	-0.3	12	2	3	1.1	10	-2
> CN1CCN(c2cc(N3CCCCCC3)c(F)cc2[N+](=O)[O-])CC1
 : 1	52*	22	-5	3	0.97	0	9
> Nc1nc(N)c2cnnn2n1
 : 1	-0.7	-3	·	-1	·	1	-19
> CCCCCCn1c(O)c(C=NCCN2CCCCC2)c(=O)[nH]c1=O
 : -4	-1.0	20	-7	0	1.2	2	-3
> CCCCn1c(O)c(C(CC)=Nc2ccc(OC)cc2OC)c(=O)[nH]c1=O
 : 2	8.7	19	-8	-2	1	-4	-3
> O=C1c2ccccc2C(=O)N1Cc1nc2ccccc2c(=O)n1-c1ccc(Br)cn1
 : 2	-1.1	21	-13	1	1.2	0	0
> CC1CCN(C(=O)COC(=O)c2cn(C)c3ccccc23)CC1
 : 5	0.0	1	1	0	0.89	3	-15
> Cc1nc2ncnn2c(C)c1CCC(=O)N1CCC2(CC1)OCCO2
 : 0	1.3	18	-5	1	1.1	-1	-8
> O=C(NCC1=C(c2ccc3ccccc3c2)C[C@@H]2CC[C@H]1N2Cc1ccco1)c1nccs1
 : 1	-1.2	-17	·	·	·	·	16
> CNCCc1c[nH]c2ccc(O)cc12
 : 3	1.6	6	6	-2	1.1	5	6

# 16 compounds out of the list, arranged by SMILES length, descending.
# Fields: SENP1 FRET inh	MPTP block	SENP8 inh	SENP6 inh	GRIN3A LBD mod	hIAP act	ATG4B inh	PfG6PD inh
> COC(=O)C1=C(c2ccc(OCc3ccccc3)cc2)C[C@@H]2CC[C@H]1N2C(=O)NCc1cccc(C(F)(F)F)c1
 : 1	3.4	11	-6	-2	1.1	11	16
> COC(=O)C1=C(c2cc3ccccc3o2)C[C@@H]2CC[C@H]1N2C(=O)NCc1cccc2ccccc12
 : 2	-1.8	20	5	3	0.95	-2	7
> O=C(NCC1=C(c2ccc3ccccc3c2)C[C@@H]2CC[C@H]1N2Cc1ccco1)c1nccs1
 : 1	-1.2	-17	·	·	·	·	16
> Cc1c(N=Nc2c(O)[nH]c(=O)[nH]c2=O)c(=O)n(-c2ccccc2)n1C
 : 5	-0.8	12	0	2	1.2	-2	11
> O=C1c2ccccc2C(=O)N1Cc1nc2ccccc2c(=O)n1-c1ccc(Br)cn1
 : 2	-1.1	21	-13	1	1.2	0	0
> CCCCn1c(O)c(C(CC)=Nc2ccc(OC)cc2OC)c(=O)[nH]c1=O
 : 2	8.7	19	-8	-2	1	-4	-3
> CN1CCN(c2cc(N3CCCCCC3)c(F)cc2[N+](=O)[O-])CC1
 : 1	52*	22	-5	3	0.97	0	9
> COc1cccc(C2CCN(CC(=O)Nc3cc(Cl)ccc3OC)CC2O)c1 (configuration not stated)
 : 1	1.1	6	-7	7	0.96	-22	15
> CCCCCCn1c(O)c(C=NCCN2CCCCC2)c(=O)[nH]c1=O
 : -4	-1.0	20	-7	0	1.2	2	-3
> O=[N+]([O-])c1cc(O)c(O)c([N+](=O)[O-])c1
 : 0	0.7	15	2	-12	1	-2	-50
> CC1CCN(C(=O)COC(=O)c2cn(C)c3ccccc23)CC1
 : 5	0.0	1	1	0	0.89	3	-15
> CCCC(C)C1(CC)C(=O)NC(=Nc2ccccc2)NC1=O (configuration not stated)
 : -1	3.5	11	6	-1	0.95	-11	-8
> CCOc1cc(C)cc2oc(=O)c3c(c12)CCCC3
 : -1	-0.7	-201	8	1	0.92	-3	-7
> NP(=O)(OCCCc1ccccc1)Oc1ccccc1Cl (configuration not stated)
 : 5	-0.3	12	2	3	1.1	10	-2
> CNCCc1c[nH]c2ccc(O)cc12
 : 3	1.6	6	6	-2	1.1	5	6
> Nc1nc(N)c2cnnn2n1
 : 1	-0.7	-3	·	-1	·	1	-19

# (more compounds)
# Fields: SENP1 FRET inh	MPTP block	SENP8 inh	SENP6 inh	GRIN3A LBD mod	hIAP act	ATG4B inh	PfG6PD inh
> CC(C)N1C(=O)NC(=O)C2(Cc3cc([N+](=O)[O-])ccc3N(C)C2c2ccccc2)C1=O (configuration not stated)
 : -17	1.4	31	-3	-3	0.83	-3	2
> O=C(COc1ccccc1)c1cn(Cc2ccccc2)c2ccccc12
 : 19	2.9	15	1	-3	1.1	13	-12
> COC(=O)C1=C(c2ccc(OC)c(OC)c2)C[C@@H]2CC[C@H]1N2C(=O)N1CCCC1
 : 3	-0.6	-2	-1	0	0.98	3	0
> O=C(CNC(=O)c1ccccc1Cl)Nc1ccc(Br)cc1C(=O)c1ccccc1
 : 1	1.3	15	8	-7	0.98	-1	-4
> CN(C)C(=O)Oc1ccc(-c2nnco2)cc1
 : 3	-3.4	1	-10	-2	0.95	3	14
> Cc1cccc(CCNCc2cc3ccc(C)cc3[nH]c2=O)c1
 : -24	-0.1	-173	2	-2	0.89	8	-15
> COc1cccc(CNCCc2ccc3c(c2)OCO3)c1OC
 : -1	0.1	13	-2	-2	1.1	-3	-2
> O=C1CN=C(c2cccs2)c2c(sc3c2CCCC3)N1
 : -1	2.4	9	·	-5	·	-2	-13
> COc1ccc(CC[n+]2cc(/N=C(\C)[O-])on2)cc1OC
 : 2	-0.3	12	-12	-1	1.1	4	-20
> CCn1cc(C(=O)N2CCOCC2)c2ccccc21
 : 0	-1.0	5	30	0	0.97	-38	-1
> CCC1(CCCC(=O)c2ccc(F)cc2)C(=O)NC(=S)NC1=O
 : 1	0.1	23	-5	-1	1.1	-4	-4
> CCC1C2Cc3ccc(O)cc3C1(CC)CCN2C (configuration not stated)
 : 1	0.1	11	·	1	·	2	5
> CN1CCN(C(=O)COc2ccc(C(C)(C)C)cc2Br)CC1
 : 0	30	1	-25	-1	1.1	2	-7
> C=Cn1ccnc1P(=S)(c1ccc(Cl)cc1)c1nccn1C=C
 : 2	-2.3	21	-10	-1	1.1	1	-15
> COC(=O)C1=C(c2cccc(OCc3ccccc3)c2)C[C@@H]2CC[C@H]1N2C(=O)NCc1ccc(F)cc1
 : 1	2.5	9	2	-1	0.87	19	17
> CCCC/C(C)=C/[C@@H](NP(=O)(c1ccccc1)c1ccccc1)c1ccccc1
 : -1	-0.3	23	-6	3	1.1	2	11
> COP(=O)(OC)C(Nc1ccccc1)c1ccccc1 (configuration not stated)
 : 2	-0.5	6	-6	-1	0.98	-2	11
> Nc1ccc(N2CCN(Cc3ccccc3Cl)CC2)c(Cl)c1
 : -40	-2.2	-20	-9	4	1.1	-2	9
> CCOc1cccc(N2C(=O)CC(=O)NC2=O)c1
 : -14	-0.3	0	-2	0	0.9	-12	-4
> COc1cc2c(cc1OC)[C@@]13CCN4CC5=CCO[C@H]6CC(=O)N2[C@H]1[C@H]6[C@H]5C[C@H]43
 : 2	-1.5	-1	-6	0	0.94	-13	3

# Just PfG6PD inh, SENP1 FRET inh and SENP8 inh, for 2 of the compounds above:
canonical_smiles | PfG6PD inh | SENP1 FRET inh | SENP8 inh
O=C(COc1ccccc1)c1cn(Cc2ccccc2)c2ccccc12 | -12 | 19 | 15
COC(=O)C1=C(c2ccc(OC)c(OC)c2)C[C@@H]2CC[C@H]1N2C(=O)N1CCCC1 | 0 | 3 | -2

# (next part)
# Fields: SENP1 FRET inh	MPTP block	SENP8 inh	SENP6 inh	GRIN3A LBD mod	hIAP act	ATG4B inh	PfG6PD inh
> Cc1ccc(C(=O)C2CN(C)CC2C(=O)c2ccc(C)cc2)cc1 (configuration not stated)
 : 0	-0.5	26	-8	2	1.1	-17	-12
> Cc1ccc(-c2nc3ccccc3c(=O)n2-c2ccc(Br)cn2)cc1
 : 2	1.0	-10	8	-2	0.95	18	-9
> CC(C)c1ccc(C2N3CCCN23)cc1 (configuration not stated)
 : -3	2.0	26	10	1	1	-12	4
> O=C(Cc1ccccc1)Oc1ccc(N2C(=O)CCC2=O)cc1
 : 7	-0.4	15	-25	1	1.1	-3	-5
> O=c1c2ccccc2nc(CBr)n1-c1ccc(Cl)cc1
 : 3	-1.6	9	·	·	·	·	3
> OCC#CC[N+]1(CC#Cc2ccccc2)CCCC1
 : -1	-0.8	28	7	0	0.98	-4	-9
> Nc1ncc([N+](=O)[O-])s1
 : -2	-0.7	5	-17	0	1.2	3	26
> Cc1ccsc1C(=O)C1CCCN(Cc2cc(C(C)C)n[nH]2)C1 (configuration not stated)
 : 1	-0.7	8	13	-2	0.99	6	34
> COC(=O)C1=C(c2ccc3ccccc3c2)C[C@@H]2CC[C@H]1N2C(=O)NC1CC1
 : 1	-0.7	2	1	-3	1.1	-2	-1
> CCOC(=O)N1CCC(NC(=O)CCc2nc(C3=CCN(C)CC3)no2)CC1
 : -5&-5	-2.0&-0.2	2&-10	11	0&2	1.1	-1&-9	-3&-28
> CN1CCN(c2cc([N+](=O)[O-])ccc2Cl)CC1
 : 1	1.5	20	-5	4	1.1	-19	0
> O=c1[nH]c(=O)n(-c2ccc(F)cc2)c(O)c1C=NCCN1CCCCC1
 : -2	2.1	-119	0	-2	1.1	-5	17
> COC(=O)C1=C(c2cc3ccccc3s2)C[C@@H]2CC[C@H]1N2C(=O)NCc1ccco1
 : 1	-0.6	17	-5	-3	0.95	-5	1
> CCCCn1c(O)c(C(CC)=NCCN2CCCCC2)c(=O)[nH]c1=O
 : -31	-1.2	18	-4	-4	1	-3	0
> COC1C(O)C(C)OC(OC2CCC3(C)C(CCC4C3C(O)CC3(C)C(C5=CC(=O)OC5)CCC43O)C2)C1O (configuration not stated)
 : 1	2.7	12	·	-1	·	2	-13
> C[n+]1ccc(-c2cc[n+](C)cc2)cc1
 : 2&3	-2.2&2.3	6&6	·	1	·	-10	9
> C=CCn1c(O)c(C(C)=NCc2ccco2)c(=O)[nH]c1=O
 : 0	7.3	14	-19	1	0.97	-6	-20
> COc1ccc(OC)c(N2C(=O)NC(=O)C(CCc3ccncc3)(CCc3ccncc3)C2=O)c1
 : -1	-0.6	16	-23	-1	0.92	2	-13
> Fc1ccc(C(OCCN2CCN(CCCc3ccccc3)CC2)c2ccc(F)cc2)cc1
 : -1	97*	0	-6	3	1	7	10
> CN(C)C(=O)Oc1ccc(Br)c2ccccc12
 : -1	-3.0	17	13	-1	1.1	0	3
> CN(C)[C@@H]1C(=O)C(C(N)=O)=C(O)[C@@]2(O)C(=O)C3=C(O)c4c(O)cccc4[C@@](C)(O)C3[C@H](O)C12 (some centres not stated)
 : 25&18	2.9&2.2	-156&-82	-5	-11&-1	0.91	12&2	28&30
> CC(=O)c1cn(CC(=O)NCCc2c[nH]c3ccccc23)c2ccccc12
 : -1	0.2	3	9	-3	0.89	-10	10
